Assay outcomes from PubChem BioAssay.
TR-FRET SRC-2 ct = counter-screen for PPARgamma SRC-2 recruitment agonists: TR-FRET artefact. stronger effect = higher value. TR-FRET ratio at 8 µM. hit rate 0.4% among 200,000. AID 1049; in the data active = TR-FRET ratio above about 2000; note: inactives centre near 1500; reference of the scale not given here
Lmaj promast = Leishmania major promastigote growth inhibition; Leishmania major promastigotes, resazurin fluorescence viability; inhibition, % at 10 µM; hit rate 9% among 200,000; AID 1063; in the data active = inhibition above about 50%;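 note: promastigotes grown with compound for 44 hours at 28 °C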
bIAP inh = intestinal alkaline phosphatase (bovine) inhibition; AID 1019; 190,000 tested, under 10 active; purified bovine IAP, CDP-star luminescence, 30 min; inhibition, % at 20 µM;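 active = over 50% inhibition of intestinal alkaline phosphatase at 20 µM in the single-dose screen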
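Incubation: 30 min reaction at room temperature / Material: purified bovine intestinal alkaline phosphatase (IAP) enzyme / Input: enzyme at 1/65,000,000 dilution / Dosing: 20 µM single dose / Signal: CDP-star luminescence signal / Reagent: CDP-star chemiluminescent phosphatase substrate, 30 µM final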
bIAP act = increases bovine intestinal alkaline phosphatase activity; purified bovine IAP, CDP-star luminescence, 30 min; stronger effect = higher value; fold of DMSO-control signal, blank-subtracted; AID 1016; hit rate 0.17% among 200,000; activation factor at 20 µM;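 active = activation factor of 2 or more at 20 µM, a signal rise over negative controls twice the positive control's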
PPARg SRC-3 ag = promotes SRC-3 coactivator recruitment by human PPARgamma; biochemical PPARgamma/SRC-3 coactivator recruitment assay; hit rate 0.26% among 200,000; activation, % at 8 µM; in the data active = activation above about 23%;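 note: 0% = DMSO and 100% = reference agonist; some compounds past the cut are filed as inactive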
Target sequence (P37231 whole entry, looked up): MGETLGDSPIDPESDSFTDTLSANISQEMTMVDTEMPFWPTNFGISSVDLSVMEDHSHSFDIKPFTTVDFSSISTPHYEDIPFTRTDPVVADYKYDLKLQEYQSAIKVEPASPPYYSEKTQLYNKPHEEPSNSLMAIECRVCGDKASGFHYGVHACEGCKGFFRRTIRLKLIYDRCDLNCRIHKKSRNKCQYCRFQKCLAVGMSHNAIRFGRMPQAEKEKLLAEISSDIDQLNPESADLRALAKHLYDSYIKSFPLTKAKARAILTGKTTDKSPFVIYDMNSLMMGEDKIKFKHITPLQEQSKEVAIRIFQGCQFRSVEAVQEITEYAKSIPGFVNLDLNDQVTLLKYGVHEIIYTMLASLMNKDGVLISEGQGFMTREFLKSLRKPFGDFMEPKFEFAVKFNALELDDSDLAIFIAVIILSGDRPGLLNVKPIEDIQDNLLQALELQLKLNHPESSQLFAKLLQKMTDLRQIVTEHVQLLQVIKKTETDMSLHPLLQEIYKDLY
PPARg SRC1 recr = promotes SRC-1 coactivator recruitment by human PPARgamma. P37231. PPARgamma-SRC-1 coactivator recruitment biochemical assay. activation, % at 8 µM. hit rate 0.41% among 200,000; in the data active = activation above about 19%;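 note: 0% = DMSO and 100% = reference agonist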
S1P3 antagonist = blocks the human S1P3 receptor; hit rate 0.27% among 170,000; Q99500; inhibition, % at 4.98 µM; CHO S1P3 NFAT-BLA reporter, FRET fluorescence, antagonist mode;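 active = inhibition above the plate cutoff, the mean inhibition of test wells on that plate plus 3 SD, cut at about 28% in these data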;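 note: cells challenged with S1P at its EC80 of 0.8 µM; blue over green emission ratio from cleaved BLA substrate after 4 h stimulation; 0% = S1P-stimulated wells and 100% = unstimulated DMSO-only wells; some compounds past the cut are filed as inactive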
Redox H2O2 prof = compounds producing H2O2 with reducing agent – biochemical, NIH compound library profiling, artefact control for MLSCN library redox annotation, primary screen; DTT-dependent redox cycling H2O2, phenol red/HRP absorbance; 100% = 100 µM peroxide control, 0% = buffer; activation, % at 10 µM; hit rate 0.03% among 200,000; AID 878;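 active = activation of at least 50% relative to the plate's high and low controls in the primary single-dose screen; inactive = activation below 50%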;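 note: compound incubated with DTT at 0.8 mM final as the reducing agent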
TLR4-MyD88 BLA = blocks binding of human TLR4 to MyD88 | O00206+Q99836 | HeLa CL3-4 TLR4/MyD88 BLA complementation, FRET ratio | inhibition, % at 8.4 µM | hit rate 0.18% among 200,000; in the data active = inhibition above about 25%;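 note: 0% = vehicle and 100% = reference inhibitor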
ROMK primary = modulators of human ROMK potassium channel | AID 1918 | Tet-inducible ROMK, thallium flux fluorescence; actives lie on both sides | P48048 | B-score at 10 µM | hit rate 2% among 130,000;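 active = signal ratio slope over the read window, or its plate-corrected B-score, at least 3 SD from the plate mean, either direction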;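 note: B-score of the F/F0 ratio slope over 7 to 12 s after thallium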
Target sequence (P48048 whole entry, looked up): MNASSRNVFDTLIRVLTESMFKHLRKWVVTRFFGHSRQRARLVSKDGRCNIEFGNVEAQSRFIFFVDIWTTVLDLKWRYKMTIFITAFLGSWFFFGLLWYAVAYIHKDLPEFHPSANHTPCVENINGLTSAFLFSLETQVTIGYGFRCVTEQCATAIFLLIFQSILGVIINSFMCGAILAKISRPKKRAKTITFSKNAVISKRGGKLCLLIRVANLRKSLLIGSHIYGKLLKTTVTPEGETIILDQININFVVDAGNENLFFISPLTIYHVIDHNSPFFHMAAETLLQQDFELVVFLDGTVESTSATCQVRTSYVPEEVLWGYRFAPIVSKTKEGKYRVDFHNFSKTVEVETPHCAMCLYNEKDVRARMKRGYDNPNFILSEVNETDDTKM
PPARg SRC-2 ag = agonists of SRC-2 recruitment by human PPARgamma; PPARgamma LBD-SRC-2 recruitment, biochemical; AID 1032; activation, % at 8 µM; hit rate 0.34% among 200,000; P37231; in the data active = activation above about 22%;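 note: 0% = vehicle and 100% = reference agonist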
An asterisk follows results filed as active.

For CCN(CC)S(=O)(=O)c1cccc(-c2n[nH]c(=S)n2Cc2ccccc2)c1 the results were TR-FRET SRC-2 ct 1638, Lmaj promast 100*, bIAP inh 8, bIAP act 0.9, PPARg SRC-3 ag 10, PPARg SRC1 recr 5, S1P3 antagonist -1, Redox H2O2 prof 0.0, TLR4-MyD88 BLA 14, ROMK primary 0.21 and PPARg SRC-2 ag -5.
For Cc1cccc2sc(NC(=O)c3ccc(Cl)s3)nc12 the results were TR-FRET SRC-2 ct 1757, Lmaj promast 12, bIAP inh 31, bIAP act 0.7, PPARg SRC-3 ag 12, PPARg SRC1 recr 6, S1P3 antagonist -2, Redox H2O2 prof -2.2, TLR4-MyD88 BLA -10 and PPARg SRC-2 ag 17.
Screening O=C(CSc1ccc([N+](=O)[O-])cn1)Nc1ccc(N2CCOCC2)cc1 returned TR-FRET SRC-2 ct 1780, Lmaj promast -2, bIAP inh -6, bIAP act 1.1, PPARg SRC-3 ag 2, PPARg SRC1 recr 3, S1P3 antagonist -17, Redox H2O2 prof -0.4, TLR4-MyD88 BLA -25, ROMK primary 0.48 and PPARg SRC-2 ag -6.
Screening c1ccc2oc(SCc3nc4ccccc4s3)nc2c1 returned TR-FRET SRC-2 ct 1652, Lmaj promast 3, bIAP inh 46, bIAP act 0.5, PPARg SRC-3 ag 12, PPARg SRC1 recr 10, S1P3 antagonist 14, Redox H2O2 prof 0.0, TLR4-MyD88 BLA -7, ROMK primary -0.069 and PPARg SRC-2 ag 0.
`Cc1nc2ccc(S(=O)(=O)N(C)CC(=O)N3CCc4ccccc43)cc2s1` gave TR-FRET SRC-2 ct 1499, Lmaj promast 2, bIAP inh 3, bIAP act 1, PPARg SRC-3 ag -6, PPARg SRC1 recr 9, S1P3 antagonist 3, Redox H2O2 prof 0.1, TLR4-MyD88 BLA 20, ROMK primary -0.66 and PPARg SRC-2 ag -7.
`COc1ccc(S(=O)(=O)N(C)c2ccc(C(=O)N3CCC(C(N)=O)CC3)cc2)cc1OC` gave TR-FRET SRC-2 ct 1572, Lmaj promast -2, bIAP inh -11, bIAP act 1.1, PPARg SRC-3 ag 3, PPARg SRC1 recr 1, S1P3 antagonist 3, Redox H2O2 prof -0.9, TLR4-MyD88 BLA -6, ROMK primary -1.1 and PPARg SRC-2 ag -2.
C=C(C(=O)c1ccccc1)C(CC(=O)c1ccccc1)c1ccccc1 (stereo not drawn) was read as TR-FRET SRC-2 ct 1683, Lmaj promast 82*, bIAP inh -2, bIAP act 1, PPARg SRC-3 ag 2, PPARg SRC1 recr 7, S1P3 antagonist -10, Redox H2O2 prof 0.3, TLR4-MyD88 BLA -2 and PPARg SRC-2 ag 9.
O=C(NCc1ccco1)c1cnn2c(C(F)F)cc(-c3ccccc3)nc12 was read as TR-FRET SRC-2 ct 1669, Lmaj promast 1, bIAP inh 12, bIAP act 0.9, PPARg SRC-3 ag 7, PPARg SRC1 recr 6, S1P3 antagonist 14, Redox H2O2 prof 4.1, TLR4-MyD88 BLA -4 and PPARg SRC-2 ag 5.
Screening CCOC(=O)N1CCC(NC(=O)CS(=O)Cc2nc(-c3ccc(OC)c(OC)c3)oc2C)CC1 (stereo not drawn) returned TR-FRET SRC-2 ct 1570, Lmaj promast 0, bIAP inh -6, bIAP act 1.1, PPARg SRC-3 ag 6, PPARg SRC1 recr 9, S1P3 antagonist 5, Redox H2O2 prof -9.3, TLR4-MyD88 BLA -10, ROMK primary 0.52 and PPARg SRC-2 ag 9.
For CCCCCC(=O)Nc1ccc(N2CCN(C(=O)c3ccccc3)CC2)cc1 the results were TR-FRET SRC-2 ct 1641, Lmaj promast 6, bIAP inh -2, bIAP act 1, PPARg SRC-3 ag 9, PPARg SRC1 recr 0, S1P3 antagonist 35, Redox H2O2 prof -0.5, TLR4-MyD88 BLA 0 and PPARg SRC-2 ag 2.
For CCOC(=O)C1(c2ccccc2)NC(c2ccc(N(C)C)cc2)C2C(=O)N(C)C(=O)C21 (stereo not drawn) the results were TR-FRET SRC-2 ct 1525, Lmaj promast -3, PPARg SRC-3 ag 0, PPARg SRC1 recr 1, S1P3 antagonist -11, Redox H2O2 prof 2.6, TLR4-MyD88 BLA 3 and PPARg SRC-2 ag -1.
For O=C(CNc1ccccc1)N/N=C/c1cc([N+](=O)[O-])ccc1N1CCCC1 the results were TR-FRET SRC-2 ct 1412, Lmaj promast -1, bIAP inh 9, bIAP act 0.9, PPARg SRC-3 ag 1, PPARg SRC1 recr 1, Redox H2O2 prof 2.1, TLR4-MyD88 BLA 12 and PPARg SRC-2 ag -3.
For Cc1ccc(CSCCC(=O)NCCc2ccc(Cl)cc2)cc1 the results were TR-FRET SRC-2 ct 1500, Lmaj promast 2, bIAP inh 7, bIAP act 0.9, PPARg SRC-3 ag -3, PPARg SRC1 recr -13, S1P3 antagonist 5, Redox H2O2 prof 0.2, TLR4-MyD88 BLA -15 and PPARg SRC-2 ag -7.
COC(=O)C(C(=O)Nc1cc(C)on1)C1CCCCCC1 (stereo not drawn) was read as TR-FRET SRC-2 ct 1398, Lmaj promast -9, bIAP inh 5, bIAP act 0.9, PPARg SRC-3 ag -13, PPARg SRC1 recr -6, S1P3 antagonist 8, Redox H2O2 prof 3.0, TLR4-MyD88 BLA 9 and PPARg SRC-2 ag -8.
O=C(Nc1ccccc1Oc1ccccc1)c1cccc([N+](=O)[O-])c1 was read as TR-FRET SRC-2 ct 1627, Lmaj promast -1, bIAP inh 33, bIAP act 0.7, PPARg SRC-3 ag 11, PPARg SRC1 recr -2, Redox H2O2 prof 2.9, TLR4-MyD88 BLA -5, ROMK primary -0.71 and PPARg SRC-2 ag 2.
For Clc1ccc(CN2CCN(/N=C/c3ccco3)CC2)cc1 the results were TR-FRET SRC-2 ct 1368, Lmaj promast -1, bIAP inh 7, bIAP act 0.9, PPARg SRC-3 ag -5, PPARg SRC1 recr 4, S1P3 antagonist -3, Redox H2O2 prof 1.8, TLR4-MyD88 BLA 7, ROMK primary -0.35 and PPARg SRC-2 ag 2.
Screening O=C(CCCc1cccs1)Nc1ccc2c(c1)OCO2 returned TR-FRET SRC-2 ct 1574, Lmaj promast -6, bIAP inh 2, bIAP act 1, PPARg SRC-3 ag 2, PPARg SRC1 recr 0, S1P3 antagonist -14, Redox H2O2 prof 0.1, TLR4-MyD88 BLA -25, ROMK primary 0.0068 and PPARg SRC-2 ag 4.
Clc1ccc(Cc2ccc(Cl)nn2)c(Cl)c1 was read as TR-FRET SRC-2 ct 1579, Lmaj promast -4, bIAP inh 10, bIAP act 0.9, PPARg SRC-3 ag -3, PPARg SRC1 recr 4, Redox H2O2 prof 4.5, TLR4-MyD88 BLA -9 and PPARg SRC-2 ag 4.
Screening COc1ccc(C(=O)c2c[nH]c(C(=O)N=CN(C)C)c2)cc1 returned TR-FRET SRC-2 ct 1426, Lmaj promast 3, bIAP inh 6, bIAP act 0.9, PPARg SRC-3 ag -1, PPARg SRC1 recr 4, S1P3 antagonist -8, Redox H2O2 prof -2.3, TLR4-MyD88 BLA 0, ROMK primary 0.14 and PPARg SRC-2 ag -6.
Screening Cc1ccc(OCCN2C(=O)c3ccccc3C2=O)cc1 returned TR-FRET SRC-2 ct 1502, Lmaj promast -4, bIAP inh 8, bIAP act 0.9, PPARg SRC-3 ag -2, PPARg SRC1 recr 1, Redox H2O2 prof 0.2, TLR4-MyD88 BLA -3, ROMK primary -0.85 and PPARg SRC-2 ag 9.
Screening COc1ccc(NC(=O)[C@H](COCc2ccccc2)NC(=O)OC(C)(C)C)cc1 returned TR-FRET SRC-2 ct 1538, Lmaj promast 23, bIAP inh -7, bIAP act 1.1, PPARg SRC-3 ag 0, PPARg SRC1 recr -8, Redox H2O2 prof -2.8, TLR4-MyD88 BLA -6, ROMK primary -0.7 and PPARg SRC-2 ag -6.
`S=c1[nH]nc(COc2ccccc2)n1/N=C/C(Cl)=C/c1ccccc1` gave TR-FRET SRC-2 ct 1621, Lmaj promast 81*, bIAP inh 42, bIAP act 0.6, PPARg SRC-3 ag 6, PPARg SRC1 recr 11, Redox H2O2 prof 7.7, TLR4-MyD88 BLA 1 and PPARg SRC-2 ag 16.
For O=C(CCc1ccccc1)NNc1cc(N2CCCCC2)nc(N2CCCCC2)n1 the results were TR-FRET SRC-2 ct 1449, Lmaj promast 0, bIAP inh 8, bIAP act 0.9, PPARg SRC-3 ag 1, PPARg SRC1 recr 1, S1P3 antagonist 1, Redox H2O2 prof 1.3, TLR4-MyD88 BLA -2, ROMK primary 0.094 and PPARg SRC-2 ag -1.
For O=C(CCN1C(=O)C2C3CCC(C3)C2C1=O)Nc1ccc([N+](=O)[O-])cc1 (stereo not drawn) the results were TR-FRET SRC-2 ct 1839, Lmaj promast 3, bIAP inh -26, bIAP act 1.3, PPARg SRC-3 ag 8, PPARg SRC1 recr 10, S1P3 antagonist -18, Redox H2O2 prof -0.8, TLR4-MyD88 BLA 15, ROMK primary -0.11 and PPARg SRC-2 ag 11.
`Cc1ccccc1OC(C)C(=O)NCc1cccnc1` (stereo not drawn) gave TR-FRET SRC-2 ct 1477, Lmaj promast 7, bIAP inh 0, bIAP act 1, PPARg SRC-3 ag -8, PPARg SRC1 recr 0, S1P3 antagonist 10, Redox H2O2 prof -0.3, TLR4-MyD88 BLA -11, ROMK primary 1.5 and PPARg SRC-2 ag -10.
For CCOc1ccc(CSC2=NCCN2)cc1[N+](=O)[O-] the results were TR-FRET SRC-2 ct 1404, Lmaj promast 9, bIAP inh 16, bIAP act 0.8, PPARg SRC-3 ag 5, PPARg SRC1 recr -2, S1P3 antagonist -4, Redox H2O2 prof 1.5, TLR4-MyD88 BLA -4, ROMK primary -0.81 and PPARg SRC-2 ag -7.
Screening CNc1ncnc2sc(-c3ccccc3)cc12 returned TR-FRET SRC-2 ct 1590, Lmaj promast 24, bIAP inh 16, bIAP act 0.8, PPARg SRC-3 ag 0, PPARg SRC1 recr -2, S1P3 antagonist -12, Redox H2O2 prof 0.5, TLR4-MyD88 BLA -3, ROMK primary -1 and PPARg SRC-2 ag -5.
CCOC(=O)c1nn(-c2ccc(OCC)cc2)c2nc(-c3ccco3)c(C#N)c(=O)n12 was read as TR-FRET SRC-2 ct 1847, Lmaj promast -2, bIAP inh 3, bIAP act 1, PPARg SRC-3 ag 6, PPARg SRC1 recr 10, S1P3 antagonist -5, Redox H2O2 prof -0.7, TLR4-MyD88 BLA 3, ROMK primary -0.022 and PPARg SRC-2 ag 6.
For NNC(=O)C(=O)NCCCN1CCOCC1 the results were TR-FRET SRC-2 ct 1503, Lmaj promast -7, bIAP inh 2, bIAP act 1, PPARg SRC-3 ag -3, PPARg SRC1 recr 1, S1P3 antagonist -7, Redox H2O2 prof 0.1, TLR4-MyD88 BLA 3, ROMK primary 0.2 and PPARg SRC-2 ag -1.
